# Bioassay records (PubChem)
# ST2 IL33 inh: inhibitors of human ST2 (IL1RL1) binding to IL-33, primary screen, biochemical, AlphaLISA; AID 1259354, 2018; Interleukin-1 receptor-like 1 (Homo sapiens), Q01638; inhibition, % for hits at 17 µM; 78,000 compounds, 2.3% hits; AlphaLISA ST2-Fc/biotin-IL-33 interaction, 1 h; in the data active = inhibition above about 30%; inconclusive = mostly about 10% to 28%
# Target sequence (Q01638 whole entry, looked up): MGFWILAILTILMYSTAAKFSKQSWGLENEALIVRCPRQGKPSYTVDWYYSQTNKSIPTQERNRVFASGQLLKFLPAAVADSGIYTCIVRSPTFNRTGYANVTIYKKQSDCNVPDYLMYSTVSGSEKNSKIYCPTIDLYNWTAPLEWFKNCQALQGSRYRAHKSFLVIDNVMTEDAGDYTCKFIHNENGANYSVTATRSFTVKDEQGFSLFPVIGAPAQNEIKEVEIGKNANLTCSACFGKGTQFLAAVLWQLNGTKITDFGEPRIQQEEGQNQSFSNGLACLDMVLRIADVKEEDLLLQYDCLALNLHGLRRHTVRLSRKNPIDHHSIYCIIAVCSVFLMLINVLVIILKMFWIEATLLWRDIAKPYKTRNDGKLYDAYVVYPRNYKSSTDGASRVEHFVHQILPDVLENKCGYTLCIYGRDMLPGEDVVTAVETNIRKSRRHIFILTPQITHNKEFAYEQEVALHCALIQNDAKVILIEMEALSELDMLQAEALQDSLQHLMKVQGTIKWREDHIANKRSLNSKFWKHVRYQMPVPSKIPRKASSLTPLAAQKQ
# Starred values were filed as active, the others as inactive; i = inactive; ? = inconclusive. This is a subset, so the mix of outcomes need not match the whole.
Compound	ST2 IL33 inh
CCOc1ccc2nc(SCC(=O)Nc3ccccc3Br)[nH]c2c1	i
Cc1nc2c(sc3nc4c(cc32)COC(C)(C)C4)c(=O)n1Cc1ccccc1	i
Clc1ccc(-n2cccc2CN2CCCn3cncc3C2)nc1	?
CN(c1ncnc2c1cnn2-c1ccccc1)C1CCCCC1	i
O=C(CNS(=O)(=O)c1cccs1)Nc1ccc2c(c1)OCCO2	i
COCCn1c(CCCC(=O)NCc2ccccc2)nc2cccnc21	i
COc1cc2c(cc1OC)C(Nc1ccc([N+](=O)[O-])cc1)=NC1(CCCC1)C2	i
Cc1cccc(-n2ncc3c(N4CCC(C)CC4)ncnc32)c1	i
COC(=O)[C@@H]1C[C@@H](N(C)C)CN1C/C=C/c1ccco1	i
Cn1cc(CN2CC[C@H](c3nnc(-c4ccco4)o3)C2)c2ccccc21	i
CC(Oc1ccccc1)C(=O)Nc1ccc(S(=O)(=O)N2CCOCC2)cc1 (centres undefined)	i
COc1cc(C=C2C(=O)N(C)C(=O)N(C)C2=O)ccc1OCc1ccccc1Cl	?
COC(=O)c1ccc(NC(=O)CSc2ncnc3nc(N(C)C)sc23)cc1	i
Cc1ccc(S(=O)(=O)CCC(=O)O)cc1C	i
Cc1ccc(-n2nc3c(c2NC(=O)c2ccc(S(=O)(=O)N(C)C)cc2)CSC3)c(C)c1	i
CC(C)(C)[C@]1(O)CCN2C[C@H]3c4ccccc4CCc4cccc(c43)[C@@H]2C1	?
O=C(c1ccc(Br)o1)N(Cc1ccccc1)Cc1ccccc1	?
COc1cc(/C=C/C(=O)NCC(O)c2ccc(O)cc2)ccc1O (centres undefined)	i
Cc1cccc(C)c1N=C1C(=O)Nc2ccc(Br)cc21	i
Cc1nc(S(=O)(=O)c2ccc(Cl)cc2)c(N(C)C)o1	i

# Molecules from the list above with bromine:
Compound	ST2 IL33 inh
CCOc1ccc2nc(SCC(=O)Nc3ccccc3Br)[nH]c2c1	i
O=C(c1ccc(Br)o1)N(Cc1ccccc1)Cc1ccccc1	?
Cc1cccc(C)c1N=C1C(=O)Nc2ccc(Br)cc21	i

# Remaining list, next part:
Compound	ST2 IL33 inh
Cc1cc(C)n2c(SCCO)nnc2n1	i
CC[C@H]1CN(S(=O)(=O)c2ccc(OC)cc2)CC[C@H]1CC(=O)N1CCC(C(=O)OC)CC1	i
COc1ccc(C(=O)NCC2OCCc3ccccc32)c(O)c1 (centres undefined)	i
COc1ccc(CC(=O)N2CC[C@@H](CC(=O)O)[C@@H](CC3=NCCc4ccccc43)C2)cc1	i
COc1ccc(NC(C)(C)C(=O)N2CCc3c(ncnc3N(C)C)C2)cc1	i
Cc1ccccc1CCC1CCCN(C(=O)c2ccccc2-c2ncc[nH]2)C1 (centres undefined)	i
O=C(Nc1cnn(Cc2ccc(F)cc2)c1)c1noc2c1CCCC2	?
Cc1ccc(C)c(N2CCN(C(=O)c3cccn4c(=O)c5sccc5nc34)CC2)c1	i
Cc1nc(CC(=O)N2CCC(c3ccccc3C(=O)O)C2)cs1 (centres undefined)	?
O=C(O)CCC(=O)Nc1ccc2c(c1)oc1ccccc12	i
Cc1ccc(S(=O)(=O)c2nc(-c3ccccc3)oc2SCC(N)=O)cc1	i
CC1(Cc2cn(CCC#N)c3ccccc23)OCCO1	i
NS(=O)(=O)c1ccc(CCNC(=O)c2cnc3n(c2=O)CCS3)cc1	i
COCCN[C@H]1[C@@H]2OC[C@@H](O2)[C@@H](NCc2ccc(-c3ccccc3)cc2)[C@@H]1O	36.0%*
COc1ccc(-n2c(C)nc3c(cnn3-c3ccccc3Cl)c2=O)cc1	i
CC(NC(=O)CN1CCCCCCC1)c1nncn1C (centres undefined)	i
O=C(Nc1ccccc1)Oc1c(Cl)cc(Cl)cc1Br	i
CC(Nc1cc(N(C)C)ncn1)c1cc(F)cc(F)c1 (centres undefined)	?
O=C(O)CCC(C(=O)O)N1C(=O)c2ccccc2C1=O (centres undefined)	i
CN(CCCNC(=O)CN(C)S(=O)(=O)c1ccc2c(c1)CCC(=O)N2)c1ccccc1	i

# Sorted by molecular weight (low to high): part of the list above
Compound	ST2 IL33 inh
O=C(O)CCC(C(=O)O)N1C(=O)c2ccccc2C1=O (centres undefined)	i
Cc1ccc(S(=O)(=O)c2nc(-c3ccccc3)oc2SCC(N)=O)cc1	i
CN(CCCNC(=O)CN(C)S(=O)(=O)c1ccc2c(c1)CCC(=O)N2)c1ccccc1	i

# Following part
Compound	ST2 IL33 inh
Cc1ccc(N2C(=O)c3cccc([N+](=O)[O-])c3C2=O)cc1Cl	i
C=CCn1cc(CN2CCCC(c3nc(-c4cccnc4)no3)C2)c(C)n1 (centres undefined)	?
COc1ccccc1Cn1c(CNS(=O)(=O)c2ccc(Cl)cc2)nc2cccnc21	i
CSc1ccc2c(c1)C(N1CCN(C)CC1)Cc1ccccc1S2 (centres undefined)	?
O=C(N[C@H]1C[C@H]2C(=O)NCC(=O)N2C1)c1ccc2[nH]c3c(c2c1)CCCC3	?
NC(=O)CO[C@@H]1CO[C@H]2[C@@H]1OC[C@@H]2NC(=O)c1ccc(C(F)(F)F)cc1	?
COc1ccccc1N1CCN(C2CCN(C(=O)c3ccco3)CC2)CC1	i
Cc1c(C(=O)N2CCCCC2)c(S(=O)(=O)NCCc2ccc(S(N)(=O)=O)cc2)c(C)n1C	i
CCc1ccccc1NC(=O)N1CCC2(CC1)C(=O)NCCN2C	i
CCOC(=O)Cn1c(=N)n(CCN(CC)CC)c2ccccc21	i

# A section from further up, as a working copy:
Compound	ST2 IL33 inh
Cc1ccc(N2C(=O)c3cccc([N+](=O)[O-])c3C2=O)cc1Cl	i
C=CCn1cc(CN2CCCC(c3nc(-c4cccnc4)no3)C2)c(C)n1 (centres undefined)	?

# The listing picks up; the 6 compounds before the break are reprinted first.
Compound	ST2 IL33 inh
O=C(N[C@H]1C[C@H]2C(=O)NCC(=O)N2C1)c1ccc2[nH]c3c(c2c1)CCCC3	?
NC(=O)CO[C@@H]1CO[C@H]2[C@@H]1OC[C@@H]2NC(=O)c1ccc(C(F)(F)F)cc1	?
COc1ccccc1N1CCN(C2CCN(C(=O)c3ccco3)CC2)CC1	i
Cc1c(C(=O)N2CCCCC2)c(S(=O)(=O)NCCc2ccc(S(N)(=O)=O)cc2)c(C)n1C	i
CCc1ccccc1NC(=O)N1CCC2(CC1)C(=O)NCCN2C	i
CCOC(=O)Cn1c(=N)n(CCN(CC)CC)c2ccccc21	i
COc1ccc(S(=O)(=O)N=C2C=C(Nc3ccccc3)C(=O)c3ccccc32)cc1	85.0%*
O=C(Cn1c(=O)n(-c2ccc(F)cc2)c(=O)c2sccc21)Nc1ccc(F)cc1	i
COc1ccc(-c2noc(CCC(=O)Nc3ccc(Cl)cn3)n2)cc1	i
Cc1ccc2c(c1)c(CNS(=O)(=O)NCc1ccccc1)nn2C	i
O=C(CO)Nc1cccc(NC(=O)CO)n1	i
Cc1ncsc1C(=O)N1CC[C@@H](c2ccc3ccccc3c2)[C@H](O)C1	?
Cc1cc(C(=O)n2nnc3ccccc32)ccc1[N+](=O)[O-]	i
Cc1ccc2c(=O)c(C(=O)c3ccccc3)coc2c1	?
CCc1[nH]c2c(CNC(=O)CCn3ccc(=O)[nH]c3=O)cc(C)cc2c1C	?
Cc1c(C(=O)NC2CCCCC2)oc2ccc(S(=O)(=O)N3CCC4(CC3)OCCO4)cc12	i
Clc1ccc(-c2nccn2CCC2CCCCO2)cc1 (centres undefined)	?
CN1[C@@H](CCC(=O)N2CCc3ccccc32)CNC(=O)[C@@H]2[C@H]1CCN2Cc1ccc(C(=O)O)cc1	i
COc1ccc2c(c1)CN(c1ccc(Br)cc1)CO2	?
Cc1ccc(S(=O)(=O)n2nc(C)c(Sc3ccccc3)c2C)cc1	?
O=C(CCS(=O)(=O)c1cc(Br)cc2c1N(C(=O)C1CC1)CC2)N1CCCCC1	i
O=C(CCS(=O)(=O)c1cccc2nonc12)NC1CCCC1	i
Cc1ccc(CN2CCC(OCc3cccnc3)CC2)o1	i
CC1CCN(C(=O)CCNC(=O)c2cn(CC3CCCNC3)nn2)CC1 (centres undefined)	i
Cc1ccc(N2CCCS2(=O)=O)cc1NC(=O)COc1ccccc1C	?
CC1CCN(C(=O)c2cc(-c3ccco3)on2)CC1	i
CCC(=O)N1CCN=C1SCc1cccc(Cl)c1	i
Cc1ccc(C(C)C)c(OCC(=O)Nc2ccc3oc(-c4ccncc4)nc3c2)c1	i
O=C(CCC1CCN(C(=O)c2ccc3ccccc3c2)CC1)NCc1cccnc1	i
CCOc1ccc(NC(=O)CC2CCCCC2)cc1	i
O=C(c1cc(-c2ccncc2)nc2ccccc12)N1CCN(c2ccccn2)CC1	?
O=C(c1cc2cc(Br)ccc2oc1=O)N1CCCCC1	i
CC(=O)NCCSc1c(C)[nH]c2ccccc12	i
Cc1ccc(-c2nc(-c3ccncc3)no2)cc1C	i
COCCn1c(CNC(=O)CCc2ccccc2)nc2cccnc21	i
CCCn1cnc(NC(=O)c2cccc(CN3CCCC(O)C3)c2)n1 (centres undefined)	i

# The list continues.
Structure	ST2 IL33 inh
COc1cc(OC)c(NC(=O)CN2CCN(Cc3ccc(F)cc3Cl)S2(=O)=O)cc1Cl	i
O=C(CSc1nc2c(c(=O)n1-c1ccc(Br)cc1)SCC2)N1CCCCC1	i
O=C(CCC1CCN(Cc2ccc3nonc3c2)CC1)N1CCC(Cc2ccccc2)CC1	?
CCCCOc1ccc(C(=O)Nc2c3c(nn2-c2ccc(F)cc2)CS(=O)C3)cc1 (centres undefined)	i
CCOc1ccc(S(=O)(=O)Nc2cc([N+](=O)[O-])ccc2OC)c2cccnc12	i
FC(F)(F)Oc1ccc(CN2CC[C@H](c3nc4ccccc4o3)C2)cc1	i
CCN(Cc1noc(CC(C)C)n1)C(=O)c1cccc(-n2cccn2)c1	i
CNS(=O)(=O)c1cc(OC)ccc1OC	i
CSc1cccc(NS(=O)(=O)c2cccc3cccnc23)c1	i
COCCn1cc(C(=O)N2CCN(c3cccc(Cl)c3)CC2)c2c3ccccc3n(C)c2c1=O	?
O=C(CSc1nnc(Cc2cc(=O)[nH]c(=O)[nH]2)n1-c1ccccc1)Nc1ccc(F)cc1	i
CCOc1ccccc1N1C(=O)CC(Sc2n[nH]c(-c3ccccc3)n2)C1=O (centres undefined)	i
Cc1cc2c(o1)-c1c(oc3ccccc13)CCC2(C)c1ccccc1 (centres undefined)	?
COc1ccc(-c2nnc(NC(=O)c3ccc(S(=O)(=O)N4CCOCC4)cc3)o2)cc1	?
C=CCS(=O)(=O)c1nc2ccccc2s1	i
Cc1sc2ncn(CC(=O)NCCCC(=O)Nc3ccc4c(c3)OCO4)c(=O)c2c1C	i
Cc1cccc(-n2ncc3c(Nc4ccc(Br)cc4)ncnc32)c1	i
CCCC(=O)NCCCc1nc2ccccc2[nH]1	i
CC(=O)N(CN1C(=O)CCC1=O)CN1C(=O)CCC1=O	i
COC(=O)C1=C(NC(=O)c2cc(C)cc(C)c2)CCS1	50.0%*
O=C(CCn1cnnn1)NCc1cnn2ccccc12	30.0%*
CCN(CC)c1cc(C)c2cc(NC(=O)c3ccccn3)ccc2n1	i
COC(=O)C1=C(N)OC2=C(C(=O)CCC2)C1c1cccc(F)c1 (centres undefined)	?
CC(=O)C1=C(O)CCC1=NCc1ccccc1	i
COc1ccc([N+](=O)[O-])cc1NC(=O)c1ccc(Br)o1	?
CCOCCCn1ccnc1-c1cccnc1	i
COCCNC(=O)C1CCCN(C2CCN(Cc3nnc(C)s3)CC2)C1 (centres undefined)	i
O=C(NC(Cc1ccccc1)C(=O)OCc1cnc(-c2ccccc2)o1)c1ccccc1 (centres undefined)	i
C=CCn1c(=O)c2c(nc(-c3ccc(S(=O)(=O)O)cc3)n2C)n(C)c1=O	i
Cc1cccn2c(=O)c3cc(C(=O)N4CCc5ccccc5C4)n(C)c3nc12	i
Cn1cc(CC(=O)NCCCN2CCCCCC2)c2ccccc21	i
O=C(CSc1cn(Cc2ccccc2Cl)c2ccccc12)N1CCCC1	i
Cc1ncsc1C(=O)N1CCCC(CCc2ccccc2C(F)(F)F)C1 (centres undefined)	i
CC1(C(=O)NC2CCCCC2)CCC(=O)N1Cc1ccc(F)cc1 (centres undefined)	i
CCC1=C(c2ccc(OC)cc2)S(=O)(=O)N(CC(=O)NC(C)(C)C)C1=O	?
CC(=O)c1ccc(NC(=O)Cc2ccccc2)cc1	i
c1coc(C2Oc3ccccc3C3CC(c4cccs4)=NN32)c1 (centres undefined)	?
COc1ccc(C2(C(=O)Nc3ccc(C)c(C)c3)CCOCC2)cc1OC	?
CC1=CCC(C(=O)O)C(C(=O)O)C1 (centres undefined)	i
COc1ccc(-c2nnc(NC(=O)c3ccc(Br)cc3)s2)cc1	i
Cn1ccc(C(=O)NCc2nc(-c3cccc(F)c3)c(-c3ccccn3)[nH]2)n1	?
O=C(NCCC1=CCCCC1)c1cc(=O)[nH]c2ccc(S(=O)(=O)N3CCCC3)cc12	?
COc1ccc(OC)c(C2NC(=O)NC(C)=C2C(=O)Nc2ccccn2)c1 (centres undefined)	i
COc1cccc(CNc2ccc3c(c2)nc(C)n3C)c1	i
NC(=O)[C@@H](Cc1ccccc1)NC(=O)C1=C[C@@H](NC(=O)CS(=O)(=O)c2ccccc2)[C@@H](O)[C@H](O)C1	?
COc1cccc(/C=C2\C(=O)NC(=O)N(c3ccccc3Cl)C2=O)c1OC	?
O=C(CSc1nc2c(sc3ccccc32)c(=O)n1CCO)NC1CCCCC1	?
CCC12CN3CC(CC)(CN(C1)C(=O)c1ccccc1C3=O)C2=O	i
COc1ccccc1N1CCN(C(=O)c2ccc3nc4ccc(Cl)cc4c(=O)n3c2)CC1	i
CCN(CC)C(=O)C1CCCN(CC(=O)Nc2c(C)nn(CC)c2C)C1 (centres undefined)	i
O=C(O)c1cccnc1SC1CC(=O)N(c2ccccc2Cl)C1=O (centres undefined)	i
CCOC(=O)C1=C(C)Nc2nc(SC)nn2C1c1ccc(OC)cc1 (centres undefined)	i
O=C(NC1CC(=O)N(c2cccc(F)c2)C1)c1cccs1 (centres undefined)	i
